# PostGolgi ctrl: growth of the yeast control strain, post-Golgi counter-screen; efflux-deficient yeast background strain, growth absorbance A615, 16 h; inhibition, % at 10 µM; actives 5% (n = 98,000); AID 738; in the data active = inhibition above about 30%
# S1P2 agonist: S1P2 (human) receptor agonism; O95136; S1P2-expressing cell line, agonist reporter read-out; activation, % at 4.5 µM; actives 0.46% (n = 97,000); in the data active = activation above about 16%;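 also: 0% = vehicle low control and 100% = maximal reference agonist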
# Target sequence (O95136 whole entry, looked up): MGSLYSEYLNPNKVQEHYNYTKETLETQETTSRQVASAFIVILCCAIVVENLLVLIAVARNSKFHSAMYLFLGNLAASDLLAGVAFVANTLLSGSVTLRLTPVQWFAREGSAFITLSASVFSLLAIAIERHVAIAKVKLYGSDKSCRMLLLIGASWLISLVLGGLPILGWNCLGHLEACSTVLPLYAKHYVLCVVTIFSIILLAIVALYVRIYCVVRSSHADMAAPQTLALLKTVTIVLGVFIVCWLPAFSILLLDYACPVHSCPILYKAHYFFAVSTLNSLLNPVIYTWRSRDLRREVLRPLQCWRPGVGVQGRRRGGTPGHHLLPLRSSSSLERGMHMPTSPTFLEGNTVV
# sEH activator: activators of human soluble epoxide hydrolase; P34913; purified human sEH enzymatic activity, activator screen; activation, % at 2 µM; actives 0.04% (n = 91,000); AID 717; in the data active = activation above about 37%; also: values of inactives mirror those of a sister screen read the other way
# Target sequence (P34913 whole entry, looked up): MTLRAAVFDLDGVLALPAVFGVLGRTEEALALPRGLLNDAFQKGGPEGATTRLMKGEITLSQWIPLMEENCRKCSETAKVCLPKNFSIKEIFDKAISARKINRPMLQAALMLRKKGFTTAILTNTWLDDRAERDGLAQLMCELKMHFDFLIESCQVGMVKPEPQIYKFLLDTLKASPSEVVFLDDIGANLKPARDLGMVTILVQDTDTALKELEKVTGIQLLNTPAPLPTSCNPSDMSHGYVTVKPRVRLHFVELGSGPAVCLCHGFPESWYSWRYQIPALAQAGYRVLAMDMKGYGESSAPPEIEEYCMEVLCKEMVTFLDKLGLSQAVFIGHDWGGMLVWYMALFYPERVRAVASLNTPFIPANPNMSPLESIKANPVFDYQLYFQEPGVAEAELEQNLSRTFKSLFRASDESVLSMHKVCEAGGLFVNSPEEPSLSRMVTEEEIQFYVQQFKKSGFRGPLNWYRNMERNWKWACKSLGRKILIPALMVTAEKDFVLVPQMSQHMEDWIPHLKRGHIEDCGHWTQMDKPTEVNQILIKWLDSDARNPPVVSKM
# H69AR inhibit: blocks growth of human H69AR lung tumor cells | actives 6% (n = 85,000) | H69AR lung tumor viability, ATP luminescence, 72 h; stronger effect = lower value | AID 598 | viability, % at 10 µM;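 active = viability at or below 40%; inactive = viability above 40%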;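 also: multidrug resistant small cell line overexpressing MRP-1 efflux transporter; 100% = mean luminescence of untreated control wells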
# sEH inhibitor: soluble epoxide hydrolase (human) inhibition; P34913; recombinant human sEH enzymatic activity assay; inhibition, % at 2 µM; actives 0.34% (n = 91,000); in the data active = inhibition above about 80%; also: values of inactives mirror those of a sister screen read the other way; many of its hits are not listed in these tables
# Fibroblast inh: blocks proliferation of human lung fibroblasts; viability, % at 10 µM; actives 1.1% (n = 85,000); LL 47 human lung fibroblast viability, ATP luminescence; stronger effect = lower value;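 active = viability at or below 50% in the single dose screen; inactive = viability above 50%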;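 also: compound exposure lasted 72 h before the ATP readout; 100% = median luminescence of untreated cell-only wells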
#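 Test system: LL 47 human lung fibroblasts / Quantity: 1,150 cells in each well / Medium: IMEM growth medium with 15% fetal bovine serum / Incubation: 72 h compound exposure at 37 °C after overnight plating / Detection: CellTiter-Glo luminescence measuring cellular ATP / Read-out: % viability versus median cells-only luminescence / Benchmarks: cell-only wells, no compound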
# S1P2 antag: blocks the human S1P2 receptor. cell-based S1P2 antagonist assay, inhibition at 5 uM. inhibition, % at 5 µM. actives 0.21% (n = 97,000). AID 736; in the data active = inhibition above about 45%;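 also: CRE beta-lactamase reporter cells expressing human S1P2 stimulated with S1P; 0% = agonist at EC80 alone and 100% = agonist plus reference antagonist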
# PTPN22 act: activators of human LYP (PTPN22) phosphatase | Q9Y2R2 | recombinant LYP, DiFMUP fluorescence; 0 = plate median, 100 = signal doubled | activation, % at 2 µM | actives 0.11% (n = 96,000) | AID 697;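 active = activation at 2 µM above a set limit, the mean plus 5 SD, cut at about 37% in these data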
# HUVEC inhibit: blocks proliferation of human endothelial cells; HUVEC proliferation, CellTiter-Glo luminescence, 72 h; stronger effect = lower value; viability, % at 10 µM (by protocol); actives 1.1% (n = 86,000); AID 648;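 active = viability at or below 30%; inactive = viability above 30%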;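 also: 100% = median luminescence of DMSO-only cell control wells on each plate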
# * = called active by the depositor; x = not tested or not shown. Only part of the results is shown; count on the stated rates, not on these rows.
SMILES,PostGolgi ctrl,S1P2 agonist,sEH activator,H69AR inhibit,sEH inhibitor,Fibroblast inh,S1P2 antag,PTPN22 act,HUVEC inhibit
Cc1cc(C)c2nc(-c3ccccn3)cc(C(=O)NCc3ccco3)c2c1,19,-4,-8,45,9,91,-9,-11,78
O=C(Nc1ccccc1N1CCCCC1)c1ccco1,33*,-4,1,79,2,93,-21,-1,112
COC(=O)C1=C(C)NC(=O)NC1c1ccccc1 (configuration not stated),4,-2,x,x,x,x,10,3,x
COc1ccc(OC)c(C2C3=C(CCCC3=O)NC3=C2C(=O)CCC3)c1,20,-4,-1,89,2,108,-34,3,101
CCOC(=O)c1cnc2nc(COc3ccccc3)[nH]n2c1=O,-1,-1,-6,95,6,98,0,1,92
O=c1c2ccccc2nc2n1CCN2,2,-7,2,92,-4,101,10,-2,103
O=C(NCCN1CCCC1)c1ccc2c(=O)n(CCc3ccccc3)c(=O)[nH]c2c1,6,-1,x,98,x,96,9,4,88
Cc1ccc(OCC(=O)N2CCCCCC2)c(C)c1,15,-3,-11,x,6,125,22,14,96
CCCc1cc(C(=O)Cc2ccc(C(=O)OCC)o2)c(O)cc1O,31*,-7,-1,92,1,93,4,0,109
CCOC(=O)C1=C(C)OC(N)=C(C#N)C1c1cc(C)sc1C (configuration not stated),9,1,-6,89,8,103,22,12,101
Cc1ccc(NC(=O)CSCC(=O)N2c3ccccc3CCc3ccccc32)cc1,24,-2,-8,x,10,x,26,2,x
COc1ccccc1-n1nc(C(=O)NCc2ccco2)c2ccccc2c1=O,2,x,x,82,x,91,x,x,93

# Three entries out of the list, ordered by formula weight, high to low.
SMILES,PostGolgi ctrl,S1P2 agonist,sEH activator,H69AR inhibit,sEH inhibitor,Fibroblast inh,S1P2 antag,PTPN22 act,HUVEC inhibit
COc1ccc(OC)c(C2C3=C(CCCC3=O)NC3=C2C(=O)CCC3)c1,20,-4,-1,89,2,108,-34,3,101
CCOC(=O)C1=C(C)OC(N)=C(C#N)C1c1cc(C)sc1C (configuration not stated),9,1,-6,89,8,103,22,12,101
O=C(Nc1ccccc1N1CCCCC1)c1ccco1,33*,-4,1,79,2,93,-21,-1,112

# 7 entries drawn at random from the list so far:
SMILES,PostGolgi ctrl,S1P2 agonist,sEH activator,H69AR inhibit,sEH inhibitor,Fibroblast inh,S1P2 antag,PTPN22 act,HUVEC inhibit
CCOC(=O)c1cnc2nc(COc3ccccc3)[nH]n2c1=O,-1,-1,-6,95,6,98,0,1,92
COC(=O)C1=C(C)NC(=O)NC1c1ccccc1 (configuration not stated),4,-2,x,x,x,x,10,3,x
O=C(NCCN1CCCC1)c1ccc2c(=O)n(CCc3ccccc3)c(=O)[nH]c2c1,6,-1,x,98,x,96,9,4,88
CCOC(=O)C1=C(C)OC(N)=C(C#N)C1c1cc(C)sc1C (configuration not stated),9,1,-6,89,8,103,22,12,101
CCCc1cc(C(=O)Cc2ccc(C(=O)OCC)o2)c(O)cc1O,31*,-7,-1,92,1,93,4,0,109
Cc1cc(C)c2nc(-c3ccccn3)cc(C(=O)NCc3ccco3)c2c1,19,-4,-8,45,9,91,-9,-11,78
Cc1ccc(NC(=O)CSCC(=O)N2c3ccccc3CCc3ccccc32)cc1,24,-2,-8,x,10,x,26,2,x

# The listing picks up with the 3 entries that preceded the break.
SMILES,PostGolgi ctrl,S1P2 agonist,sEH activator,H69AR inhibit,sEH inhibitor,Fibroblast inh,S1P2 antag,PTPN22 act,HUVEC inhibit
CCOC(=O)C1=C(C)OC(N)=C(C#N)C1c1cc(C)sc1C (configuration not stated),9,1,-6,89,8,103,22,12,101
Cc1ccc(NC(=O)CSCC(=O)N2c3ccccc3CCc3ccccc32)cc1,24,-2,-8,x,10,x,26,2,x
COc1ccccc1-n1nc(C(=O)NCc2ccco2)c2ccccc2c1=O,2,x,x,82,x,91,x,x,93
O=C1NCCCC1C(=O)Nc1ccccn1 (configuration not stated),17,-6,2,103,-2,102,14,4,104
CSCCC(NC(=O)c1ccccc1)c1nc(-c2ccccc2)no1 (configuration not stated),-1,-1,x,100,x,102,17,0,110
CCOC(=O)c1sc(NC(=O)/C=C/c2cnn(C)c2C)c(C(=O)OC(C)C)c1C,12,-4,28,x,-25,x,4,2,x
CC(=O)NC(C)C(=O)OCc1ccc(Cl)cc1Cl (configuration not stated),3,-8,6,106,-4,106,10,9,105
O=C1CCCc2c1nn(-c1ccccc1)[n+]2[O-],6,-1,7,67,-4,101,13,0,99
CCCS(=O)(=O)c1c(S(=O)(=O)CCC)c2c(N)cccn2c1C(=O)c1ccccc1,8,-7,4,99,-8,93,-24,4,108
CN(C)/C=C/c1c(C#N)c(=O)ncn1Cc1ccccc1,-6,-7,-1,86,0,103,18,0,89
COc1cc(OC)cc(-c2cc3nc(C4CCN(C(=O)OC(C)(C)C)CC4)cc(=O)n3[nH]2)c1,4,-6,22,106,-25,79,-31,1,78
CCCCN(C(=O)c1ccco1)c1nnc(-c2cc(OC)c(OC)c(OC)c2)s1,-4,0,10,89,-11,91,-12,-4,88
CSCc1nnc(NC(=O)c2ccc(S(=O)(=O)N(CC(C)C)CC(C)C)cc2)o1,23,-6,-11,x,13,x,-4,-18,x
Cc1cccc(NC(=S)N(CCN(C)C)C(C)c2ccccn2)c1 (configuration not stated),-7,-4,1,85,-1,100,-3,-4,95
CCOC(=O)N1CCC(N2C(=O)c3ccccc3C2Nc2c(C)cccc2C)CC1 (configuration not stated),11,-3,6,78,-8,96,15,0,111
CCn1cc(C(=O)NC2CCCCC2)c(=O)c2cc(S(=O)(=O)N(C)C)ccc21,4,x,x,72,x,101,x,x,83
COc1ccccc1N1CCN(C(=O)CSc2nc(C)cc(=O)[nH]2)CC1,3,-7,-6,107,4,109,3,1,105
CCN(CC)c1ccc(/C=N/n2c(=S)[nH]nc(C)c2=O)cc1,7,-5,x,x,x,x,-6,0,x
CC1=C(C(=O)OCC2CCCO2)C(c2ccc(C)o2)C2=C(CC(c3ccc(N(C)C)cc3)CC2=O)N1 (configuration not stated),10,-2,-1,79,3,90,-20,-2,95
CCc1nc(SC)[nH]c(=O)c1C,16,-2,-16,93,15,97,18,7,108
COc1cc2cc(C(=O)O)[nH]c2c(OC)c1OC,14,-2,7,97,-14,100,-9,2,97
COc1ccc(-c2nc(CCNC(=O)c3cccs3)cs2)cc1,26,-5,-25,79,24,95,18,-4,85
COc1ccccc1C1(O)CCN(C(=O)c2cccs2)CC1,14,-8,2,95,-3,95,8,-11,110
COc1cc(C(=O)N(Cc2cccc(Cl)c2)C2CCS(=O)(=O)C2)cc(OC)c1OC (configuration not stated),7,-4,14,51,-14,94,18,5,89
COCCn1nnnc1CN1CCC(C)CC1,x,1,6,99,-4,x,8,-2,98
Cc1nc2ccccc2c2c1C(=O)N(C(C)C)C2=O,7,-4,6,94,-6,107,-27,-14,104
CC(C)c1ccc(-c2nnn(Cc3nc4ccccc4s3)n2)cc1,16,-1,5,102,-6,96,-4,1,96
O=C(Nc1cccnc1)c1ccc(Oc2ccccc2)cc1,10,-1,-3,95,1,11*,-12,-16,98
Clc1ccc2oc(-c3ccccn3)nc2c1,-2,-8,-9,92,8,97,4,2,98
O=C(NCc1ccccn1)c1cc(-c2ccccc2)on1,26,-5,-5,102,5,104,-2,-10,101
O=C(Nc1nc(-c2ccccn2)cs1)C1COc2ccccc2O1 (configuration not stated),39*,x,x,45,x,44*,x,x,32
COc1ccc(-c2noc(CCC(=O)N3CCC(C)CC3)n2)cc1,17,-6,2,88,-3,93,2,5,94
CCN(CC)C(=O)CSc1nc(N)c(C#N)c(-c2cccs2)c1C#N,x,1,-4,72,5,98,-22,-10,88
OCc1nc2ccccc2n1CC(O)COc1ccccc1 (configuration not stated),0,-4,10,94,-10,88,14,4,96
CCCCCc1nnc(N)s1,-5,-3,10,90,-9,108,-4,6,92
CCC(c1nnnn1Cc1ccc2c(c1)OCO2)N1CCN(c2ccc(OC)cc2)CC1 (configuration not stated),8,0,16,82,-17,106,0,-3,104
O=C(CSc1nnc(CNc2ccc(F)cc2)n1Cc1ccco1)N1CCCC1,23,x,x,88,x,95,x,x,96
CC(=O)c1c(COC(=O)c2ccccc2)nc2ccccc2[n+]1[O-],7,-1,3,100,-2,96,-8,5,93
CN(C)Cc1cc(C(C)(C)c2cc(CN(C)C)c(O)c(CN(C)C)c2)cc(CN(C)C)c1O,-2,x,x,102,x,94,x,x,87
CC(C)NC(=O)CN(C)S(=O)(=O)c1ccc(F)cc1,-3,-4,1,94,1,101,12,-12,110
c1coc(-c2nc3c([nH]2)CCc2nonc2-3)c1,10,-6,2,94,-2,99,-5,9,107
CCN1C(=O)c2cccc3c(S(=O)(=O)NCc4ccco4)ccc1c23,4,-8,18,69,-20,83,23,-8,73
Cc1ccc(S(=O)(=O)Nc2cc(-c3nn(C)c(=O)c4ccccc34)ccc2N2CCOCC2)cc1,16,17*,-6,56,8,60,-48,-8,52
CCOC(=O)c1oc2ccc(CNC(C)(C)C)c(Cl)c2c1C,x,1,-2,65,3,100,-24,11,101
Cc1nn(Cc2ccc(Cl)cc2)c(C)c1NC(=O)CSc1nc2c(c(C(F)(F)F)n1)CCc1ccccc1-2,-5,-3,4,x,1,x,36,1,x
CCOC(=O)c1sc(C)c2c(=O)n(CC)nnc12,13,-6,-4,64,1,x,3,8,103
CCNC(=O)/C=C1\NC(C)(C)Cc2c1ccc1ccccc21,-3,-3,15,104,-16,96,-14,6,93
CCOc1cc(/C=N/NC(=O)Cn2nc([N+](=O)[O-])cc2C)cc(Br)c1OCc1ccccc1C,2,-3,-16,0.6*,15,5.9*,-6,-12,3.6*
CCOC(=O)c1sc(NC(C)=O)nc1C,-2,-4,9,91,-12,93,-10,-6,85
COCc1nnc(NC(=O)CSc2ccc(C)cc2)s1,10,-3,6,90,-7,96,14,-5,90
Cn1c(CNC(=O)c2ccc(F)cc2)nc2ccccc21,-2,x,x,108,x,100,x,x,112
Cc1c(NCc2nc3ccccc3[nH]2)c(=O)n(-c2ccccc2)n1C,-7,-12,-1,94,2,100,-13,3,102
CN1C(=O)CC(N2CCN(CC(N)=O)CC2)C1=O (configuration not stated),-9,-1,-6,x,9,x,-5,11,x
CCOc1ccc(-c2nc(N)ncc2Oc2ccccc2Br)c(O)c1,55*,-4,-8,85,5,88,-21,-3,93
COc1cc(CNCCc2c[nH]c3ccccc23)ccc1OCc1ccc(F)cc1,41*,-3,5,x,-2,x,21,-4,x
CCOc1ccc(N2C(=O)c3cccnc3C2Nc2ccc(C)c(C)c2)cc1 (configuration not stated),16,-4,-8,97,6,94,1,-7,99
COCCn1c(C23CC4CC(CC(C4)C2)C3)n[nH]c1=S,32*,-2,4,97,-1,83,-2,0,99

# Printed as active in S1P2 agonist, of those listed so far:
Structure	S1P2 agonist	sEH activator	sEH inhibitor	S1P2 antag	PTPN22 act
Cc1ccc(S(=O)(=O)Nc2cc(-c3nn(C)c(=O)c4ccccc34)ccc2N2CCOCC2)cc1	17*	-6	8	-48	-8

# Screening results: PubChem, several laboratories
